GIRK2 act: Activates human GIRK2-containing potassium channels. HEK293 GIRK2/NPY4 cells, thallium flux fluorescence. activation (% efficacy), % for hits at 37.5 µM. 34,000 tested, under 10 active. AID 1259324;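 active means primary screen hit, no activity in plain HEK293 cells, and in GIRK2-only cells above 5% efficacy rising with concentration; inactive means the rest, including fluorescent compounds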;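 further: efficacy is normalized control-subtracted fluorescence 15 s after thallium addition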
Target sequence (P48051 whole entry, looked up): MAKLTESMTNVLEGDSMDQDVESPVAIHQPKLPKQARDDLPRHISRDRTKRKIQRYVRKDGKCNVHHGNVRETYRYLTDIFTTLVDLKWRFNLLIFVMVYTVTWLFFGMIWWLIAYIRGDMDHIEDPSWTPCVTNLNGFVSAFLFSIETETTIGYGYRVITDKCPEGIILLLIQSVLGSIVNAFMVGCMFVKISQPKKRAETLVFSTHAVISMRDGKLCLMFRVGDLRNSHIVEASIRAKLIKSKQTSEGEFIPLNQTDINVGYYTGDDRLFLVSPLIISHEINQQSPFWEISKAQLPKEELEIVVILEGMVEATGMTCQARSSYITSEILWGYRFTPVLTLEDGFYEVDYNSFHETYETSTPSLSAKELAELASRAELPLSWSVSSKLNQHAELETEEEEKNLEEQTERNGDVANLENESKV
Calls only; i = inactive.

SMILES | GIRK2 act
Cc1ccc(-c2nnc(NC(=O)C3CCCN(S(C)(=O)=O)C3)o2)cc1C (configuration not stated) | i
O=c1[nH]c(=S)[nH]c2c1CCC2 | i
Cn1nc(CNC(=O)c2ccc(OC(F)(F)F)cc2)c2ccccc2c1=O | i
Cc1cc(-c2nnc(NC(=O)C(C)(C)C)o2)n(C)n1 | i
O=C(Cc1csc(Nc2ccc(OC(F)(F)F)cc2)n1)NCC1CCCO1 (configuration not stated) | i
CC(C)S(=O)(=O)c1ccc(CC(=O)Nc2cc(-c3cccs3)nn2CCO)cc1 | i
COc1ccc(-c2c(C)nn3c(-n4cnc5ccccc54)cc(C)nc23)cc1OC | i
CCCOc1ccc(CNC(=O)c2ccc(NC(=O)Cn3c(C)cc(C)c(C#N)c3=O)cc2)cc1 | i
NS(=O)(=O)c1ccc(NC(=O)C2Cc3ccc(Cl)cc3C(=O)O2)cc1 (configuration not stated) | i
O=S(=O)(Cc1ccccc1)N1CCN(Cc2nc(-c3cccs3)cs2)CC1 | i
CCn1nnc2c(Nc3ccc4c(c3)OCCO4)ncnc21 | i
O=S(=O)(NCC(O)(c1ccco1)C1CC1)c1cc(F)ccc1F (configuration not stated) | i
CS(=O)(=O)N1CCC(C(=O)NCc2n[nH]c(=O)c3ccccc23)CC1 | i
O=C(NCc1n[nH]c(=O)c2ccccc12)c1cccc(-n2cnnn2)c1 | i
CCn1c(SCC(=O)Nc2ccccc2C(F)(F)F)nnc1-c1cn(C)nc1OC | i
O=S(=O)(c1ccc2nncn2c1)N(Cc1ccccc1)c1ccccc1 | i
Cc1ccc(C(C)C)cc1S(=O)(=O)N1CCC2(CC1)NC(=O)NC2=O | i
COc1cn(CC(=O)Nc2ccc3c(c2)OCO3)c(CSc2nnc(C)s2)cc1=O | i
OC(COCC(c1ccccc1)c1ccccc1)CN1CCc2ccccc2C1 (configuration not stated) | i
O=C(Cn1cnc2c(sc3cccc(F)c32)c1=O)NCCc1ccccc1 | i
COc1cccc(OCC(=O)N2CCN(c3nccn3-c3ccc(C)cc3)CC2)c1 | i
COc1cc(NC(=O)Cc2cccs2)c2ncccc2c1 | i
O=C(CSc1ccc(NC(=O)c2ccco2)nn1)NCc1ccccc1Cl | i
CS(=O)(=O)c1ccc(Nc2nc(CC(=O)NC3CCCC3)cs2)cc1 | i
Cc1ccccc1Cn1nc(-c2ccco2)c2sc(N3CCCCC3)nc2c1=O | i
COc1ccccc1Nc1nnc(CC(=O)N2CCN(c3cccc(C)c3)CC2)s1 | i
Cc1ccccc1NC(=O)COc1ccccc1/C=C1\SC(=NCC(=O)O)NC1=O | i
O=C(Nc1cc(Cl)ccc1Cl)c1ccc(=O)[nH]n1 | i
O=C(NCC1CCN(C(=O)COc2ccccc2)CC1)C(=O)Nc1cc(F)ccc1F | i
Cc1ccc(F)cc1NC(=O)CSc1ncc(S(=O)(=O)c2cccs2)c(N)n1 | i
CC(O)(CNC(=O)C(=O)Nc1cccnc1)c1ccccc1 (configuration not stated) | i
CN(C)S(=O)(=O)c1ccc(C(=O)N2Cc3nn(C(C)(C)C)c(-n4cccc4)c3C2)cc1 | i
CCCNC(=O)Cn1nc2c(c1NC(=O)C1CCN(S(C)(=O)=O)CC1)CSC2 | i
CC(=O)Nc1ccc(S(=O)(=O)NCCNc2cc(-n3nc(C)cc3C)nc(C)n2)cc1 | i
NS(=O)(=O)c1ccc(CCNC(=O)Cc2cc(-c3ccc4c(c3)OCO4)on2)cc1 | i
COc1cn(CC(=O)Nc2ccc3c(c2)OCO3)c(CN2CCCCC2)cc1=O | i
O=C(CSc1nc(=O)n(CC2CCCO2)c2c1CCC2)NCc1ccc2c(c1)OCO2 (configuration not stated) | i
COc1ccc(C2(CNC(=O)NCc3cccs3)CCCC2)cc1 | i
COc1ccccc1CC(=O)Nc1cccc(-c2ccc3nncn3n2)c1 | i
O=C(NCc1ccc(F)cc1)NCC(O)(c1cccs1)C1CC1 (configuration not stated) | i
CCOC(=O)c1c(SCC(=O)NCc2ccco2)nc(=O)[nH]c1C | i
Cc1nc(-c2cccs2)c(CCC(=O)Nc2ccccc2)s1 | i
C#CCn1c(=NC(=O)C2CCCN(S(C)(=O)=O)C2)sc2c(OC)ccc(OC)c21 (configuration not stated) | i
CCn1nnc2c(NC(C)COC)ncnc21 (configuration not stated) | i
COc1ccc(-c2cc(CC(=O)Nc3cc(C)ccn3)no2)cc1OC | i
CCN1C(=O)c2cc(NC(=O)c3cnc4ccccc4n3)ccc2Oc2ccccc21 | i
COc1cc(COCC2CCN(CC(=O)Nc3ccc(F)cc3F)CC2)cc(OC)c1 | i
COc1ccc2nc(-c3ccc(NS(=O)(=O)c4cc(Cl)ccc4Cl)cc3)cn2n1 | i
CCS(=O)(=O)N1CCC(c2nnc(C3CC3)o2)CC1 | i
Cc1ccccc1NC(=O)Nc1ccc(CC(=O)NCC(F)(F)F)cc1 | i
Cc1cc(NC(=O)Cn2cnc(-c3ccc(Cl)cc3)cc2=O)sn1 | i
CSc1nc2n(n1)C(c1ccc(C)o1)C(C(N)=O)=C(C)N2 (configuration not stated) | i
O=S(=O)(NCC1(c2ccc(F)cc2)CCOCC1)c1ccc2c(c1)OCCO2 | i
Cc1nc2ccccn2c1C(=O)N1CCC(c2nnc(C(C)C)o2)CC1 | i
O=C(NCCOc1cccc(C(F)(F)F)c1)c1ccccc1[N+](=O)[O-] | i
Cn1nccc1C(=O)N(Cc1ccccc1)c1nc2ccccc2s1 | i
Cc1ccc(Nc2ccc(NC(=O)c3sc(C)nc3C)cc2)nn1 | i
Cc1ccsc1C(O)CNC(=O)C1(c2ccccc2)CCOCC1 (configuration not stated) | i
CSc1ccccc1NC(=O)C(=O)NCC1CCN(Cc2ccco2)CC1 | i
COc1cccc2cc(C(=O)NCC3CCN(c4ncccn4)CC3)c(=O)oc12 | i

The results go on.
SMILES | GIRK2 act
Cc1nn(C2CCS(=O)(=O)C2)c2nc(-c3cccs3)cc(C(=O)N3CCC(C)CC3)c12 (configuration not stated) | i
CC(C)(C)n1ncc2c(=O)n(CCC(=O)Nc3ccc(F)c(F)c3F)cnc21 | i
Cc1cc(OCC(=O)NCCOc2ccc3nnc(-c4ccccc4)n3n2)ccc1Cl | i
O=C(Cc1ccc(NC(=O)c2c(F)cccc2F)cc1)NC1CC1 | i
Cc1cc(OCC(O)CN2CCC(C)CC2)ccc1Cl (configuration not stated) | i
CN1C(=O)NC2(CCN(C(=O)c3ccc(F)cc3Cl)CC2)C1=O | i
Cc1ccc(NC(=O)C(=O)NCC2CCN(C)CC2)cc1 | i
Cc1ccc2oc(C(=O)NC3CCS(=O)(=O)C3)c(C)c2c1 (configuration not stated) | i
Cc1cccc(N=c2scc(C)n2N2CCOCC2)c1C | i
O=C(Nc1ccc(O)cc1)C(=O)Nc1ccc(F)c([N+](=O)[O-])c1 | i
COc1ccc(-n2c(SCC(=O)NCc3ccco3)nc3c(-c4ccccc4)c[nH]c3c2=O)cc1 | i
COc1ccc(-c2cc(CC(=O)NC(C)C)no2)cc1 | i
COc1ccc(/C=C/C(=O)Nn2cnc3c(cnn3C(C)(C)C)c2=O)cc1OC | i
O=C(c1ccncc1)N1CCCN(c2cc(-c3ccc4c(c3)OCO4)[nH]n2)CC1 | i
O=C(Nc1ccc(N2CCCCC2=O)cc1)c1ccccc1C(F)(F)F | i
O=C(CCc1csc(NC(=O)c2ccco2)n1)NCC1CCCCC1 | i
C#CCn1c(=NC(=O)c2cc(C)no2)sc2cc3c(cc21)OCO3 | i
CC(C)C(=O)N1CCCc2ccc(NC(=O)C(=O)NCc3ccco3)cc21 | i
Cc1nc(C)c(C(=O)N2CCC(c3nnc(-c4ccco4)s3)CC2)s1 | i
CCOC(=O)c1ccc(NC(=O)CN2C(=O)c3ccccc3S2(=O)=O)cc1 | i
Cc1noc(C)c1S(=O)(=O)N1CCC(c2nnc(C3CC3)o2)CC1 | i
CSc1ccccc1NC(=O)C(=O)NCC1(O)CCOCC1 | i
Cn1cnnc1SCCNC(=O)c1ccc(N2CCCC2)nn1 | i
Cc1nnsc1C(=O)NC1CCCCC1N1C(=O)CSC1=O (configuration not stated) | i
CC(C)(C)n1ncc2c(=O)n(CCC(=O)NCCC3=CCCCC3)cnc21 | i
COC(=O)c1ccc(C(=O)NCCC(O)c2cccs2)cc1 (configuration not stated) | i
Cc1nc2ccc(S(=O)(=O)NCCCn3nc(-c4ccco4)ccc3=O)cc2s1 | i
COc1ccc(CCS(=O)(=O)NCC2CCN(C(=O)Oc3ccccc3)CC2)cc1 | i
CSc1ccccc1NC(=O)C1(c2ccc(F)cc2)CC1 | i
Cc1ccc(-n2ccnc2N2CCN(C(=O)CCCc3ccccc3)CC2)cc1 | i

Brought forward from above: two compounds, then new ones.
SMILES | GIRK2 act
CSc1ccccc1NC(=O)C1(c2ccc(F)cc2)CC1 | i
Cc1ccc(-n2ccnc2N2CCN(C(=O)CCCc3ccccc3)CC2)cc1 | i
COc1ccc(-c2ccc(=O)n(CCCNC(=O)Nc3ccc(F)cc3F)n2)cc1 | i
COc1cccc(-c2cc(=O)[nH]c(SCc3nc(-c4ccccc4C)no3)n2)c1 | i
COc1ccccc1CNC(=O)C(=O)NCC1CCN(C(=O)/C=C/c2ccco2)CC1 | i
CC12COC3(C(=O)O)CC1CCC32C (configuration not stated) | i
COc1ccc(C)c2sc(N(CC3CCCO3)C(=O)c3cc(C)no3)nc12 (configuration not stated) | i
CC(C)CCNC(=O)CSc1nnc2c(=O)n(Cc3ccc(F)cc3)ccn12 | i
COc1ccccc1NC(=O)CSc1nnnn1-c1cc(Cl)ccc1C | i
CSc1cccc(NC(=O)c2ccc(N3CCCCS3(=O)=O)cc2)c1 | i
Cc1cc(C)cc(OCCNC(=O)NCc2ccc(F)cc2)c1 | i
Cc1cc(=O)[nH]c(-n2nc(C)c(CCC(=O)Nc3ccc4c(c3)OCCO4)c2C)n1 | i
O=C(Nc1ccc(N2CCCCC2=O)cc1)c1cccs1 | i
Cc1c(C(=O)N2CCC(c3nnc(-c4ccco4)s3)CC2)cnn1-c1ccccc1 | i
CCCC(=O)N1CCN(c2ncnc3c2nnn3-c2ccc(OC)cc2)CC1 | i
CC(NC(=O)C(=O)Nc1c2c(nn1C(C)(C)C)CS(=O)(=O)C2)c1ccccc1 (configuration not stated) | i
Cc1cc(C)cc(NC(=O)Cn2nc3ccc(SCc4ccc(Cl)cc4)nn3c2=O)c1 | i
CCOC(=O)N1CCC(NC(=O)CCc2csc(NS(=O)(=O)c3ccc(F)cc3)n2)CC1 | i
CNC(=O)CSc1nc(-c2ccccc2)c(NC(=O)COc2ccccc2F)s1 | i
CC(O)(CNC(=O)NCc1cccs1)c1ccc(-c2ccccc2)cc1 (configuration not stated) | i
CC1CCN(C(=O)Cc2csc(Nc3cccc(Cl)c3)n2)CC1 | i
COc1ccc(NC(=O)c2ccc([N+](=O)[O-])cc2Cl)cc1N1CCCC1=O | i
COc1ccc(S(=O)(=O)N2CCC(C(=O)Nc3nc(-c4ccc(C)c(C)c4)cs3)CC2)cc1 | i
CCOC(=O)c1csc(NC(=O)C2CCCN2S(C)(=O)=O)n1 (configuration not stated) | i
O=C(COc1ccc(Cl)cc1)NCC1CCN(C2CCCC2)CC1 | i
COc1ccc(-c2cc(C(=O)O)c3[nH]c(C)nc3n2)c(OC)c1OC | i
COc1ccc(S(=O)(=O)Nc2nc(CCC(=O)NCCc3ccccc3)cs2)cc1 | i
O=C(NNC(=O)c1cccn(Cc2ccc(F)cc2)c1=O)c1cccc(Cl)c1 | i
O=C(NCc1ccccc1Cl)c1ccc(S(=O)(=O)NCc2ccc3c(c2)OCO3)o1 | i
COc1ccccc1Cc1noc(C2CN(C(=O)c3ccccc3C(F)(F)F)C2)n1 | i
COc1ccccc1-c1ccc(=O)n(CC(=O)Nc2cccc(C)c2)n1 | i
O=C(Cn1cnc2c(-c3ccccc3)csc2c1=O)NCCc1ccccc1 | i
CCc1nnc2ccc(N3CCN(S(=O)(=O)c4ccc(Cl)s4)CC3)nn12 | i
CCc1ccccc1NC(=O)COc1ccccc1CC | i
COc1ccccc1C(=O)N1CCC2(CC1)NC(=O)N(CCOc1ccccc1)C2=O | i
COc1ccc(/C=C\C(=O)Nc2nnc(-c3ccnn3C(C)C)o2)cc1OC | i
CNC(=O)Cc1ccc(NC(=O)c2ccccc2Cl)cc1 | i
O=C(NCc1ccco1)c1ccc2c(=O)n(Cc3ccccc3Cl)c(=S)[nH]c2c1 | i
COc1ccc(-c2c(C)nn3c(N4CCOCC4)cc(C)nc23)cc1OC | i
COc1cccc(NC(=O)CSC2=NC(C)(C)Nc3ccccc32)c1 | i
CCc1ccccc1NC(=O)CCN1C(=O)c2ccccc2S1(=O)=O | i
COc1ccc(CCNC(=O)Cn2cc(-c3nnc(-c4ccco4)o3)c3ccccc32)cc1OC | i
O=C(COc1ccccc1F)Nc1c2c(nn1-c1nc3ccccc3s1)CCC2 | i
CCOCCn1c(=NC(=O)CN2C(=O)CCC2=O)sc2cc(F)ccc21 | i

Grouped by structure, the entries above with a thiophene ring, fused or not (15)
SMILES | GIRK2 act
CC(C)S(=O)(=O)c1ccc(CC(=O)Nc2cc(-c3cccs3)nn2CCO)cc1 | i
O=S(=O)(Cc1ccccc1)N1CCN(Cc2nc(-c3cccs3)cs2)CC1 | i
O=C(Cn1cnc2c(sc3cccc(F)c32)c1=O)NCCc1ccccc1 | i
COc1cc(NC(=O)Cc2cccs2)c2ncccc2c1 | i
Cc1ccc(F)cc1NC(=O)CSc1ncc(S(=O)(=O)c2cccs2)c(N)n1 | i
COc1ccc(C2(CNC(=O)NCc3cccs3)CCCC2)cc1 | i
O=C(NCc1ccc(F)cc1)NCC(O)(c1cccs1)C1CC1 (configuration not stated) | i
Cc1nc(-c2cccs2)c(CCC(=O)Nc2ccccc2)s1 | i
Cc1ccsc1C(O)CNC(=O)C1(c2ccccc2)CCOCC1 (configuration not stated) | i
Cc1nn(C2CCS(=O)(=O)C2)c2nc(-c3cccs3)cc(C(=O)N3CCC(C)CC3)c12 (configuration not stated) | i
COC(=O)c1ccc(C(=O)NCCC(O)c2cccs2)cc1 (configuration not stated) | i
O=C(Nc1ccc(N2CCCCC2=O)cc1)c1cccs1 | i
CC(O)(CNC(=O)NCc1cccs1)c1ccc(-c2ccccc2)cc1 (configuration not stated) | i
O=C(Cn1cnc2c(-c3ccccc3)csc2c1=O)NCCc1ccccc1 | i
CCc1nnc2ccc(N3CCN(S(=O)(=O)c4ccc(Cl)s4)CC3)nn12 | i

This is a subset (hit frequency here may not be typical).
